CHOP UPR activ – activators of apoptotic CHOP UPR arm, primary screen, cell-based, CHO-CHOP luciferase reporter, luminescence, uHTS; UPR activation; percent of tunicamycin response over DMSO baseline; 330,000 tested, 0.34% active; activation, % at 10 µM;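 active = at 10 µM dose, activation of 40% or more, normalized to positive control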;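 note: 100% = tunicamycin at 10 µg/mL and 0% = DMSO alone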
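measured by = luciferase luminescence | assay system = CHO-CHOP cells, stable luciferase reporter of PERK-eIF2a-CHOP signalling | amount = 500 reporter cells seeded per well | timing = 6 h compound exposure at 37 °C after overnight seeding | controls = positive tunicamycin 10 µg/mL, negative DMSO alone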
Mdm2-MdmX inh – inhibitors of human Mdm2-MdmX association, primary screen, cell-based, luminescence, split luciferase, SaOS-2, uHTS | AID 485346, 2010 | 330,000 tested, 3% active | inhibition, % at 8 µM | SaOS-2 split-luciferase Mdm2/MdmX complementation;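 active = inhibition of at least 50% at 8 µM in the primary screen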
Target sequence (O15151 whole entry, looked up): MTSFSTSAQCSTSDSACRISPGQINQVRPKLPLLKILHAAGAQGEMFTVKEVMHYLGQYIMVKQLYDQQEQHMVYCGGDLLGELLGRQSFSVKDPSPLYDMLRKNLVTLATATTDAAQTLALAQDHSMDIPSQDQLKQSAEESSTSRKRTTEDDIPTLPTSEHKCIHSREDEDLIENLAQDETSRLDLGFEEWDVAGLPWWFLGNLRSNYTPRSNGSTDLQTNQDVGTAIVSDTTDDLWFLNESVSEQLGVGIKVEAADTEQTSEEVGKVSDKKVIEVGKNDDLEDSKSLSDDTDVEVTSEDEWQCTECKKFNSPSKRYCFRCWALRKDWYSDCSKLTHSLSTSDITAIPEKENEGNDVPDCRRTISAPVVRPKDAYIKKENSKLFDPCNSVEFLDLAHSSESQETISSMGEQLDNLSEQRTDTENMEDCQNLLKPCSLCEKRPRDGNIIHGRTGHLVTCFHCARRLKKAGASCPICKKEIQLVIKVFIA
Target sequence (Q00987 whole entry, looked up): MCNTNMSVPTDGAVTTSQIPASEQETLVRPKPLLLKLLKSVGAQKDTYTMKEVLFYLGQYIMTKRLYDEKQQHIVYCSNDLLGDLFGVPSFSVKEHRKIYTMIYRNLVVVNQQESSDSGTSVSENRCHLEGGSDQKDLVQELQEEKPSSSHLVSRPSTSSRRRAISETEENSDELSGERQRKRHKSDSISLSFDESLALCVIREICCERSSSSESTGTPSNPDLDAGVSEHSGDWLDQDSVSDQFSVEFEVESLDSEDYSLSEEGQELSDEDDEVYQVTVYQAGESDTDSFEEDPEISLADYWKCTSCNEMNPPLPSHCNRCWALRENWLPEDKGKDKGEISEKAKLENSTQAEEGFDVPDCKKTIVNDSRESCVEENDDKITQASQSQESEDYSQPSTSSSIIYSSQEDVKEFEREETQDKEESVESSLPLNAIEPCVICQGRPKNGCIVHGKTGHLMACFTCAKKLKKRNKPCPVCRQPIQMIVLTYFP
CCR6 antagonist – CCR6 receptor antagonists, primary screen, cell-based, CHO-K1, luminescence, beta-arrestin, uHTS; CHO-K1 CCR6 PathHunter beta-arrestin, CCL20-stimulated; inhibition, % at 20 µM; AID 493098, 2011; 340,000 tested, 0.49% active;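 active = compounds whose inhibition of the agonist-driven luminescence signal at 20 µM reaches about 50%, limit read from the data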;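 note: cells stimulated with CCL20 at 14 nM final; plate controls were DMSO with CCL20 for no effect and DMSO without agonist for full effect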
Jurkat NFkB inh – inhibitors of induced NF-kB luciferase reporter, primary screen, TCR NF-kB activation inhibitor project, cell-based, luminescence, uHTS. 330,000 tested, 0.53% active. Jurkat, PMA/ionomycin-induced NF-kB luciferase reporter. inhibition, % at 4 µM; in the data active = inhibition above about 50%
Gli-Sufu antag – Gli-Sufu pathway antagonists, primary screen, luciferase luminescence, Sufu-KO-LIGHT cells, uHTS; Sufu-KO-LIGHT fibroblasts, Gli luciferase reporter luminescence; inhibition, % at 5 µM; 340,000 tested, 0.74% active;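 active = inhibition above about 55%, limit read from the data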;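 note: 0% = DMSO-treated cells and 100% = wells with medium but no cells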
CXCR6 block – CXCR6 receptor inhibitors, primary screen, cell-based, beta-arrestin, luminescence, CHO-K1 PathHunter, 1536-well; 360,000 tested, 0.36% active; inhibition, % at 20 µM; AID 602244, 2012; C-X-C chemokine receptor type 6 (Homo sapiens), O00574; in the data active = inhibition above about 34%, passing the limit was not always enough;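 note: antagonist mode with CXCL16 agonist at 10 nM final; 0% = 10 nM CXCL16 with DMSO and 100% = unstimulated wells without agonist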
EBI2 antag – EBI2 receptor antagonists, beta-arrestin recruitment, primary screen, cell-based, luminescence, 7a,25-OHC stimulation, uHTS. G-protein coupled receptor 183 (Homo sapiens), P32249. 7a,25-OHC stimulated. inhibition, % at 5 µM. 360,000 tested, 0.81% active; in the data active = inhibition above about 38%;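 note: enzyme fragment complementation signal reports receptor beta-arrestin coupling in cells; 0% = agonist plus DMSO wells and 100% = wells without agonist; some results beyond the cut were filed as inactive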
697 NFkB inh – inhibitors of PMA/ionomycin-induced NF-kB reporter, 697 cells, primary screen, B-cell NF-kB inhibitor project, cell-based, luminescence, uHTS. 697 B-cell NF-kB luciferase reporter, 16 h. AID 435022, 2010. inhibition, % at 4 µM. 330,000 tested, 0.33% active; in the data active = inhibition above about 35%
UPR XBP1 act – activators of adaptive XBP1 UPR arm, primary screen, cell-based, CHO-XBP1 luciferase reporter, luminescence, uHTS; IRE1-XBP1 UPR activation; percent of tunicamycin response, DMSO as zero; activation, % at 20 µM; 330,000 tested, 0.33% active; AID 463104, 2010;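 active = versus positive control, 20 µM dose yields 30% or more activation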;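 note: 100% = tunicamycin at 10 µg/mL and 0% = DMSO only wells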
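Material: CHO cell line with stable XBP1 luciferase reporter; buffer or medium: F12 medium containing 10% fetal bovine serum; compound: single point, 20 µM final compound, 1% DMSO; incubation: 6 h treatment, 37 °C; measured by: glow luminescence from Steady-Glo reagent; evaluation: activation, % of tunicamycin; control set: tunicamycin high, DMSO low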
* = called active by the depositor; . = not tested or not shown.

canonical_smiles,CHOP UPR activ,Mdm2-MdmX inh,CCR6 antagonist,Jurkat NFkB inh,Gli-Sufu antag,CXCR6 block,EBI2 antag,697 NFkB inh,UPR XBP1 act
COc1ccc(-c2cc(C(=O)NCCc3ccc(S(N)(=O)=O)cc3)c3ccccc3n2)cc1,1.7,6,5,-24,.,2,2,-10,1
O=C(Oc1cccc2cccnc12)c1ccc(Br)o1,-0.3,20,-3,8,-1,-2,2,13,-2
CCOC(=O)CSCc1nc(-c2ccc(Cl)cc2)oc1C,-1.8,-33,12,0,13,-5,-2,26,1
CC1Cc2ccccc2N1C(=O)COC(=O)c1ccc(O)cc1 (configuration not stated),2.2,23,-2,9,2,0,-4,17,1
COc1ccc(S(=O)(=O)N2CCOCC2)cc1NC(=O)c1ccncc1,-2.6,10,-1,-3,-1,-7,0,19,-1
CCCCCn1c(=O)[nH]c2cc(C(=O)N3CCN(Cc4ccc5c(c4)OCO5)CC3)ccc2c1=O,5.7,40,10,64*,57*,-6,2,105*,-2
O=C(NCc1cccnc1)c1ccc(NS(=O)(=O)c2cccc([N+](=O)[O-])c2)cc1,-1.7,16,-3,1,7,1,-2,-2,1
O=C(Nc1ccc([N+](=O)[O-])cc1Br)c1cc2ccccc2nc1Cl,1.0,85*,3,-13,7,17,4,-26,2
CCNNC(=O)C(O)(Cc1ccccc1)Cc1ccccc1,1.1,15,-6,-8,20,1,-4,6,-4
COc1ccccc1N(CC(=O)NC1CCCCC1)C(=O)CCC(=O)Nc1ccccn1,-0.2,21,-6,-20,-2,0,2,19,0
CC(C)(C)C1CCC2(CC1)C(C#N)=C(SCC(=O)Nc1ccccc1)NC(=O)C2C#N (configuration not stated),-2.8,92*,-3,7,16,-2,-2,7,-2
Cc1nc2ccccc2c2oc(C(=O)Nc3ccc(C(C)C)cc3)cc12,0.2,35,2,0,20,-8,27,-29,2
CN(CCC#N)C(=O)CSc1nnc(-c2ccco2)n1N,-0.4,-21,-6,-31,-18,-6,1,12,-2
CC(=O)Nc1ccc(NC(=O)COC(=O)c2ccccc2SCC(=O)N2CCCC2)cc1,1.9,-22,14,8,-4,9,-6,15,3
N#Cc1c(NC(=S)NC(=O)C2CCCC2)sc2c1CCCCC2,5.2,0,30,17,-15,29,7,-74,2
Cn1c(=O)n(C)c2cc(/C=N/NC(=O)c3cccc(Br)c3)ccc21,0.4,19,5,3,13,-7,-5,26,2
COc1ccc(OC)c(S(=O)(=O)N2CCC(C(=O)NCC3CCCO3)CC2)c1 (configuration not stated),-4.0,26,6,9,-14,5,-4,10,-3
CCc1cc(CNC(=O)C2CCC(=O)N(CCc3cccc(F)c3)C2)on1 (configuration not stated),0.5,-7,-1,5,4,2,4,-1,-6
COc1ccc(CN(C)S(=O)(=O)c2nnc(NC(=O)c3cccc(OC)c3)s2)cc1,0.5,9,10,-2,-10,-3,-10,-4,-6
COc1cccc(C(=O)Nc2cc(S(=O)(=O)N3CCCCC3)ccc2OC)c1,-1.0,5,12,-19,22,4,1,16,-2
O=C(Cc1ccc(Cl)cc1)NCCS(=O)c1ccc(Cl)cc1 (configuration not stated),-1.2,1,6,5,0,-4,14,-6,-1
Cc1nn2c(=O)cc(CSCC(=O)Nc3ccccc3F)nc2s1,0.6,10,3,-5,-6,8,-2,-5,1
Cc1cc(C)cc(N(CCC(=O)Nc2nnc(C)s2)S(=O)(=O)c2ccc(Cl)cc2)c1,-0.7,16,8,14,-1,6,6,-5,-1
N/C(=N\OC(=O)C1CCCCC1)c1ccncc1,0.8,-19,-8,-19,-10,-7,1,-30,-3
COc1cccc(Nc2nnc(Cc3cccnc3)c3ccccc23)c1,3.2,-13,5,-11,-4,22,3,13,0
N#C/C(=N\Nc1cccc2ccccc12)c1nnc2n1CCCCC2,3.3,5,28,-22,26,21,14,-34,5
CCC(c1nnnn1Cc1cccs1)N1CCN(C2CCCC2)CC1 (configuration not stated),0.5,-9,21,8,-2,2,16,-45,-2
CN1C2C(Br)CCCCN2c2ccc(F)cc2S1(=O)=O (configuration not stated),0.9,-7,6,-1,24,-1,2,-8,1
CCCCNc1nc2c(c(=O)n(C)c(=O)n2C)n1Cc1cccc(OC)c1,5.2,25,15,34,73*,1,-4,-33,1
Oc1c(Cl)cc(Oc2cc(Cl)c(O)c(CN3CCOCC3)c2)cc1CN1CCOCC1,.,.,6,.,3,5,5,.,.
CNC(=O)c1c(Cl)cnn1-c1ccc(C)cc1,4.1,-15,-7,-68,-53,-1,-5,-79,-2
Cc1ccc(NC(=O)COC(=O)CCc2nc3ccccc3n2-c2ccccc2)c(C)c1,-3.8,-12,-3,6,-1,-4,-18,4,-4
C/C=C\C=C/C(=O)Nc1cccc(C2=NOC3(C2)C[C@@H](C(N)=O)N(C(=O)c2ccccc2)C3)c1 (some centres not stated),1.4,5,.,7,.,.,.,2,-2
c1ccc(-n2ncc3c2ncn2nc(CSc4nc5ccccc5s4)nc32)cc1,15,38,-3,-3,3,-8,12,-16,1
COc1ccccc1C1=NC(c2ccc(F)cc2)N=C1C (configuration not stated),3.1,8,2,-34,-21,2,33,-28,3
CCNCC(=O)N1c2ccccc2CCc2ccc(NC(=O)OCC)cc21,-2.6,-14,-3,-25,18,8,0,-14,-2
CC[C@@H](C)[C@H](CN[C@H](CNC)[C@@H](C)O)NCCc1ccc(OC)cc1,-0.2,24,1,9,7,-4,-3,14,1
CCOc1ccccc1CNS(=O)(=O)c1cc(-c2cc(C)no2)ccc1OC,1.7,-7,11,6,-1,0,5,9,-1
Cc1c(C(=O)N2CCN(C)CC2)oc2c1C(=O)CC(C)(C)C2,-0.7,8,5,-5,2,0,10,6,-2
CSc1nc2c(c(=O)[nH]c(=O)n2C)n1Cc1ccc(Cl)cc1,1.9,29,10,-4,13,1,-2,-15,4
CCOC(=O)CSc1nc2c(c(=O)[nH]c(=O)n2C)n1CCCc1ccccc1,-1.3,16,6,3,10,-1,-7,3,-1
Clc1cccc(CN2CCCCCC2)c1,0.3,-6,6,7,-1,8,-11,0,0
CCOc1ccccc1NC(=O)CCCNC(=O)c1ccc(Cl)cc1,-0.3,-2,3,16,-18,-1,-15,8,0
NC(=O)CC(NC(=O)c1ccccc1)c1ccc(NCCN2CCCCC2)c([N+](=O)[O-])c1 (configuration not stated),0.4,-6,-10,11,-11,-4,-5,9,1
S=C(NCCc1ccccc1)N1CCn2cccc2C1c1cccnc1 (configuration not stated),0.8,2,3,-11,6,5,10,27,-3
CC(NC(=S)NCCCN1CCOCC1)C1CC2CCC1C2 (configuration not stated),.,.,-4,.,5,1,11,.,.
CCC(Sc1nnnn1C)C(=O)Nc1ccc(C(C)=O)cc1 (configuration not stated),1.0,-47,2,-31,9,-10,-8,-31,3
Cc1ccc2ccc(S(=O)(=O)n3nc(C)cc3C)cc2c1,0.2,-5,18,2,4,-1,-7,-10,1
O=C(NCCOc1ccccc1F)c1cc(F)c(F)cc1Cl,0.0,-82,-5,-113,-91,-3,-7,-133,-3
CCN1CCN(S(=O)(=O)c2ccc(Cl)c(C(=O)N(CCc3ccccc3)Cc3ccccc3)c2)CC1,.,.,6,.,17,24,3,.,.
C=CCn1c(NC)cc(=O)n(C)c1=O,-0.3,7,-6,1,-3,2,2,3,-1
CCCCN(CC)CCNC(=O)c1cn(-c2ccc(Cl)cc2)c(=O)c2ccccc12,-1.0,23,-2,-6,29,1,6,19,-3
CCOc1ccc(CCNC(=O)c2ccc3nc(CC)c(CC)nc3c2)cc1,1.2,25,16,5,-14,-9,6,14,-3
O=C(O)Cc1sc(-c2ccccc2)nc1-c1cccs1,1.7,11,-1,-10,19,-4,4,13,1
CC(=O)N1CCN(C(=O)c2cc(S(=O)(=O)NCc3ccccc3)ccc2C)CC1,-0.2,-2,7,-1,-14,3,-3,-4,-1
COc1ccc(C=O)cc1Cn1ccnc1C,2.2,1,7,4,-17,15,1,17,0
Cc1c(C(=O)Nc2ccccc2F)sc2ncn(CC(=O)N3CCCCC3)c(=O)c12,0.5,14,0,2,-40,6,-6,18,0
Cc1nc(C(=O)NCc2ccccc2)sc1C1(C)CC(c2ccccc2)=NO1 (configuration not stated),-0.8,32,20,7,-22,4,10,16,0

Screening results as filed in PubChem BioAssay.
